Screening results (PubChem BioAssay)
Y pestis TopoI = inhibitors of Yersinia pestis topoisomerase I; Y. pestis Topo-I cleavage product accumulation, plate reader; 0.064% of 360,000 active; activity, % at 10 µM; in the data active = activity above about 50%, passing the limit was not always enough; note: inactives centre near 2
MazF activator = activators of E. coli MazEF toxin-antitoxin RNase. 0.32% of 350,000 active. activation, % at 20 µM. P0AE70. AID 504720. FAM/BHQ RNA-DNA oligo cleavage fluorescence, 5 h; in the data active = activation above about 50%
Target sequence (P0AE70 whole entry, looked up): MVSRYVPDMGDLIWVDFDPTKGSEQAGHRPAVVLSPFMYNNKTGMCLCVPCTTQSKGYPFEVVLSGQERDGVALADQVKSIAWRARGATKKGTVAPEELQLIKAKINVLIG
SARS 3CLpro inh = SARS-CoV 3CLpro protease inhibition. AID 1706. 0.14% of 290,000 active. inhibition, % at 6 µM. recombinant SARS-CoV 3CLpro, quenched FRET peptide cleavage. P0C6X7; in the data active = inhibition above about 12%
PriA SSB inh = blocks PriA binding to SSB C-terminal tail; AlphaScreen SSBct-PriA binding, biotinylated peptide; inhibition, % at 33 µM; 0.6% of 430,000 active; AID 1272365; in the data active = inhibition mostly above about 37%, no sharp cut-off; inactive = mostly below about 20%;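 note: plate controls were negative control peptide for no effect and reference peptide for full effect; strong numbers were not always called active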
DUSP3 inh = DUSP3 (human) phosphatase inhibition. inhibition, % at 13.3 µM. recombinant VHR phosphatase, pNPP absorbance. P51452. 0.52% of 290,000 active; in the data active = inhibition above about 50%; note: some compounds called inactive have numbers as strong as hits
Target sequence (P51452 whole entry, looked up): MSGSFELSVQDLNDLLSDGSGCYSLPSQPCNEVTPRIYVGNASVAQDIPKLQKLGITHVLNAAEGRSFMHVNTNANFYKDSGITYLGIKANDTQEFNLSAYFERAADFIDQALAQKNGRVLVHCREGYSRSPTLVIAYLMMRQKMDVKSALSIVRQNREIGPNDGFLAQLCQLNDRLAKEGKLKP
PfHsp40 rescue = restores yeast growth despite PfHsp40 toxicity | S. cerevisiae expressing PfHsp40, growth rescue, ATP luminescence | growth rescue, % at 12.5 µM | 0.68% of 340,000 active | AID 504582; in the data active = growth rescue above about 28%, passing the limit was not always enough;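 note: yeast W303a lacking pdr1 and pdr3 grown in galactose medium; growth measured after three days at 30 °C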
Vc quorum ag = inducers of Vibrio cholerae quorum light production without autoinducers; V. cholerae BH1578 lux reporter, luminescence, 6 h; activation, % at 18.7 µM; 0.16% of 350,000 active; AID 588436; in the data active = activation mostly above about 9.7%, no sharp cut-off; note: not every result past the cut was called active; inactives centre near 0; reference of the scale not given here
TcdB inh = TcdB glycohydrolase inhibition; P18177; TcdB glycohydrolase enzymatic assay, plate reader; inhibition, % at 9.99 µM; 0.24% of 350,000 active; in the data active = inhibition above about 10%
Anthrax LF inh2 = blocks Bacillus anthracis lethal factor protease | P15917 | multiplex microsphere protease cleavage assay, LF | inhibition, % at 10 µM | 0.12% of 360,000 active; in the data active = inhibition above about 30%; note: plate controls were buffer without enzyme for full effect and enzyme alone for no effect
Target sequence (P15917 whole entry, looked up): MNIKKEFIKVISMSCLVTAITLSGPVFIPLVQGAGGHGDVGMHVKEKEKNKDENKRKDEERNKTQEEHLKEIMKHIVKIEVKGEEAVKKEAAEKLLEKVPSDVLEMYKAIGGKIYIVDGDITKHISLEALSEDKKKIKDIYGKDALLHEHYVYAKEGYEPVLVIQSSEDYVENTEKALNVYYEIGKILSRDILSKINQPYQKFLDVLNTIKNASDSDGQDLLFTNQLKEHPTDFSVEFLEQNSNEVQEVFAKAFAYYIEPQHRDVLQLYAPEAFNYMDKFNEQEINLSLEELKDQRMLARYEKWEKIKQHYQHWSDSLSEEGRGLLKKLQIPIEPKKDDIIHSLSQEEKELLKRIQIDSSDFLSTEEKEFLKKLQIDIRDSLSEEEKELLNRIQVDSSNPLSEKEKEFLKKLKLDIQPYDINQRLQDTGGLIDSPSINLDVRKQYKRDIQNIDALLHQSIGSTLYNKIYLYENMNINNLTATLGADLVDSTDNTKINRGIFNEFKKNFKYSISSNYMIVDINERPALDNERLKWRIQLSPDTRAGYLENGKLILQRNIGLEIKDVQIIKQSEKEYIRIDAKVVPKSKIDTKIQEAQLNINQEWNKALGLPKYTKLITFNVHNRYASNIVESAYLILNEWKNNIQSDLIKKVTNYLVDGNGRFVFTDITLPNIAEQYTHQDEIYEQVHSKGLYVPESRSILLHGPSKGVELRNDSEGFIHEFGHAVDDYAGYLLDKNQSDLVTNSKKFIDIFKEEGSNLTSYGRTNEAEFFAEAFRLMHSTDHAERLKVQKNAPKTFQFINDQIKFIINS
Rv3671c protease = Rv3671c (M. tuberculosis) protease inhibition; P9WHR9; inhibition, % at 5.96 µM; 0.048% of 320,000 active; AID 2606; in the data active = inhibition above about 38%;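 note: extracellular domain of Rv3671c used as enzyme; 0% = enzyme with DMSO and 100% = no enzyme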
* hit, by the source's call; i = inactive; · = not tested or not shown; & = joins results of further samples. These rows are one share of the data; the hit share may differ from the screen's.

SMILES	Y pestis TopoI	MazF activator	SARS 3CLpro inh	PriA SSB inh	DUSP3 inh	PfHsp40 rescue	Vc quorum ag	TcdB inh	Anthrax LF inh2	Rv3671c protease
O=C1COc2ccc(C(=O)NCc3ccc4c(c3)OCO4)cc2N1	10	-10	-10	1	-15	0.9	-0.6	·	-1	-2
COc1cc2c(cc1OC)C1=NC(=O)CN1C(SCc1ccc(C)cc1)=N2	82*	16	-3	-15	25	0.5	0.7	·	1	-2
NC1=NOC(=O)C1C1CCCCC1 (stereo unspecified)	7	-4	·	-2	·	-0.8	7.6	-0.8	-2	·
Cc1ccc(C)c(NC(=O)CN(C)C(=O)c2ccncc2)c1	5	2	-6	5	2	0.1	i	1.6	3	6
CC(C)CCn1nnnc1C(c1ccccc1F)N1CCC(C(N)=O)CC1 (stereo unspecified)	6	0	0	-8	7	0.0	-0.3	·	0	5
NS(=O)(=O)c1cc(C(=O)NCCOc2ccccc2)c(Cl)cc1Cl	-6	4	0	-10	5	-0.6	-0.2	·	-4	9
CCCc1ccc(C(O)c2ncc(-c3ccccc3C)[nH]2)cc1 (stereo unspecified)	10	·	·	·	·	·	-0.4	0.6	-3	·
O=c1oc2ccccc2n1Cc1cccc(F)c1	5	-13	1	-3	53*	1.2	-0.8	1.9	3	-3
O=C(CCN1CCOCC1)NNC(=O)Nc1cccc(C(F)(F)F)c1	6	0	-1	-10&-10	26	0.2	i	0.5	1	5
NC(=O)c1cc(S(=O)(=O)NCCc2ccc(Cl)cc2)cs1	-6	1	2	-10	-42	0.2	-2.1	0.1	1	14
CCN1CC(CN(C)Cc2nc(-c3cccs3)no2)CC1=O (stereo unspecified)	8	2	-2	-6	2	-0.4	-0.1	0.9	-2	-2
O=C1CCCN1c1ccc(S(=O)(=O)Oc2cccc(Cl)c2)cc1[N+](=O)[O-]	23	1	5	14	14	6.2	-2.4	·	-6	-4
CN(C)C(/C=C/Nc1ccc(Br)cc1)=C(C#N)C#N	5	12	0	-2	31	-0.4	i	-0.7	-1	2
COc1ccccc1C(=O)NNC(=O)c1ccc2ccccc2c1O	-2	3	·	·	·	·	-0.4	0.2	-3	·
COCCN(CC(=O)Nc1cccc(C)c1C)C(=O)Cc1sc(C)nc1-c1ccc(F)cc1	16	2	·	-9	·	0.2	i	2.1	1	0
O=C(OCC(=O)N(C1CCCCC1)C1CCCCC1)c1ccco1	-3	2	0	-4	19	0.4	-0.3	·	2	-7
CCCCn1nc2cc(C(=O)NCc3ccccc3)ccc2c1OCC	-1	6	0	7	34	-0.2	-11	1.3	-6	8
O=C(Nc1ccc2c(c1)OCO2)c1cc(C2CCCCN2S(=O)(=O)Cc2ccccc2)on1 (stereo unspecified)	22	·	·	·	·	·	-0.4	1.5	3	·
CCOC(=O)c1nnn2c1nc(N1CCCCC1)c1ccccc12	-2	8	11	5	9	0.7	-1.0	1.7	8	-19
COc1cc(N2CCCC2)c(OC)cc1C=O	-1	0	3	-9	8	-0.6	-0.1	-5.5	-14	2
Cc1ccc(-c2csc3nnc(SCC(=O)NCc4ccc5c(c4)OCO5)n23)cc1	26	-4	-1	-2&-4	-12	-0.8	i	·	-1	-3
CCOC(=O)c1cc(-c2ccccc2)sc1NC(=O)C(C)OC(=O)c1ccncc1 (stereo unspecified)	15	-14	-5	-7	10	0.3	-0.3	0.6	2	-10
Cc1ccc(CNC(=O)CCS(=O)(=O)c2ccc3c(c2)NC(=O)CO3)cc1	2	9	-2	2	11	0.3	1.6	3.6	4	1
COc1cccc(NC(=O)CCCn2nc(C)c3c(C)n(-c4ccccc4)nc3c2=O)c1	5	10	2	3	-10	-0.1	-0.6	-3.6	-2	-4
CCN(CC1CCCN(CCc2cccc(OC)c2)C1)C(=O)C=C(C)C (stereo unspecified)	2	0	-8	-4	11	-0.8	-0.3	1.3	9	0
CCn1c(CNC(C)=O)nnc1SCC(=O)c1ccc(Br)cc1	-1	5	-4	-22	0	0.3	0.1	·	1	0
COc1cc(Cl)ccc1OCc1cc(C(=O)N2CCCCC2c2cccnc2)no1 (stereo unspecified)	30	-12	-1	0	16	-0.8	-0.1	0.5	-1	4
C=C(C)CN(CC)C(=O)COc1ccc(S(=O)(=O)Nc2ccc(OC)cc2)cc1	4	-3	-1	2	16	-0.1	-3.1	·	4	-9
COc1ccc2oc(=O)cc(CN3CCN(Cc4ccc(OC)c(OC)c4OC)CC3)c2c1	1	7	-5	1	-2	0.9	-0.3	0.1	2	·
O=C(NCc1cccc(Cl)c1)c1cc(COc2ccc3ncccc3c2)on1	25	0	-2	-8	13	21	i	·	-2	-12
CCCCc1nc2c(C)c(N)cnc2n1Cc1cccc([N+](=O)[O-])c1	0	4	-2	6	-4	-0.4	-0.5	0.1	-5	2
C=CCN=C1NN=C(c2cc(C)n(CCOC)c2C)CS1	3	-1	7	-3	5	-0.5	0.1	0.2	-2	4
N#CCCN(Cc1ccccc1)C(=S)NC(=O)c1ccccc1	4	-7	-5	15	-7	-1.7	i	·	-1	-1
C=CCn1c(=O)c(C(=O)Nc2ccc(C)cc2)c(O)c2ccccc21	-1	5	4	-8	31	-0.2	-0.2	1.3	0	3
CCOc1ccc(NC(=O)CSc2nnc(-c3cc(C)[nH]n3)n2N)cc1	-3	6	1	14	8	-0.8	-0.3	-1.4	-2	0
COc1cc(/C=N\NC(=O)C(C)(C)O)ccc1OC/C=C/c1ccccc1	11	-2	-4	·	23	3.8	0.0	0.6	-2	·
COc1ccc(N2CCN(C(=O)Nc3ccc(S(=O)(=O)N(C)C)cc3)CC2)cc1	0	-6	-3	2	2	-1.1	-3.1	·	-1	1
Cc1ccc(/C=N/Nc2cccc3cccnc23)c(O)c1	-8	2	4	·	15	-0.6	1.2	-1.9	-5	10
CC1(c2ccccc2Cl)NC(=O)N(CC(=O)N2c3ccccc3NC(=O)C2(C)C)C1=O (stereo unspecified)	2	7	·	-5	·	-0.6	-1.6	1.4	-7	6
CC(C)c1ccc2c(c1)C(c1cccs1)=NNC(c1ccncc1)=N2	-5	5	0	13	8	-1.3	-0.1	-0.9	-1	0

The final 2 records of the part before lead into the next.
SMILES	Y pestis TopoI	MazF activator	SARS 3CLpro inh	PriA SSB inh	DUSP3 inh	PfHsp40 rescue	Vc quorum ag	TcdB inh	Anthrax LF inh2	Rv3671c protease
CC1(c2ccccc2Cl)NC(=O)N(CC(=O)N2c3ccccc3NC(=O)C2(C)C)C1=O (stereo unspecified)	2	7	·	-5	·	-0.6	-1.6	1.4	-7	6
CC(C)c1ccc2c(c1)C(c1cccs1)=NNC(c1ccncc1)=N2	-5	5	0	13	8	-1.3	-0.1	-0.9	-1	0
Fc1ccc2cnc(-c3ccccc3F)cc2c1	-8	5	·	-35	·	0.6	i	-0.7	-3	0
Cc1cccc(C(=O)OCC(=O)N2CCCC2=O)c1O	1	3	·	4	·	0.0	2.6	2.3	7	-5
Cc1ccc(C)c(N(CC(=O)NC2CCCC2)C(=O)CCC(=O)Nc2cc(C)on2)c1	16	7	-1	-3	13	-0.8	-0.6	2.6	-4	3
N#Cc1cn(CCOc2ccc(F)cc2)c2ccccc12	6	3	5	-65	36	18	i	·	1	1
O=C(COC(=O)Cc1ccsc1)Nc1ccc(S(=O)(=O)N2CCOCC2)cc1	-3	-2	-5	-6	5	1.3	-3.0	1.4	0	0
CCCc1cc(=O)n(-c2nc3ccccc3s2)[nH]1	-13	-3	0	-11	-18	-1.0	0.5	-1.6	-1	0
COc1ccc(NC(=O)C2CCCN(S(C)(=O)=O)C2)cc1Cl (stereo unspecified)	2	5	8	-1	-2	-0.2	0.4	2.3	-11	-7
Cc1ccc(NC(=O)Cn2c([N+](=O)[O-])cnc2C)cc1Cl	-4	8	3	0	9	-0.9	-1.5	0.1	2	-1
CCOc1ccccc1N1CCN(C2=C(NS(=O)(=O)c3cccs3)C(=O)c3ccccc3C2=O)CC1	3	11	-1	80	25	1.5	-0.3	·	-9	-3
CC1(O)N(CCC(=O)Nc2cccc(F)c2)C(=O)OC12CCCCC2 (stereo unspecified)	-2	7	-1	-8	-5	-2.8	-1.6	1.1	-3	1

Compounds above with a nitro group on carbon, in the order listed:
SMILES	Y pestis TopoI	MazF activator	SARS 3CLpro inh	PriA SSB inh	DUSP3 inh	PfHsp40 rescue	Vc quorum ag	TcdB inh	Anthrax LF inh2	Rv3671c protease
O=C1CCCN1c1ccc(S(=O)(=O)Oc2cccc(Cl)c2)cc1[N+](=O)[O-]	23	1	5	14	14	6.2	-2.4	·	-6	-4
CCCCc1nc2c(C)c(N)cnc2n1Cc1cccc([N+](=O)[O-])c1	0	4	-2	6	-4	-0.4	-0.5	0.1	-5	2
Cc1ccc(NC(=O)Cn2c([N+](=O)[O-])cnc2C)cc1Cl	-4	8	3	0	9	-0.9	-1.5	0.1	2	-1

Remaining list, next part.
SMILES	Y pestis TopoI	MazF activator	SARS 3CLpro inh	PriA SSB inh	DUSP3 inh	PfHsp40 rescue	Vc quorum ag	TcdB inh	Anthrax LF inh2	Rv3671c protease
CCOC(=O)C1CCN(C(=O)c2ccc(Oc3cc(Cl)cc(Cl)c3)o2)CC1	45	-2	2	11	19	0.7	-0.3	-0.5	4	-4
CC(OCC(O)CN(C)CCOc1ccccc1)c1ccc(Cl)cc1 (stereo unspecified)	14	2	-6	-6	19	-1.2	-0.3	·	-6	0
O=C(O)CCCN=CC1=C(O)C(C(=O)c2ccccc2)CCC1=O (stereo unspecified)	6	3	-4	-4	12	-1.3	-0.8	·	5	-3
O=C(c1cc2c(ccc3ccccc32)o1)N1CCCCC1	26	-2	1	5	28	2.1	-0.5	0.8	2	-4
CCOc1ccc(NC(=O)CNC(=O)c2ccc(OC)cc2)cc1	2	3	5	-3	26	-0.6	i	0.1	10	1
Cc1c(C(=O)OCC(=O)N(C)Cc2ccc(Cl)cc2)oc2ccccc12	21	-19	·	-3	·	0.2	-0.9	0.1	-3	-4
Cc1nc2nc[nH]n2c(=O)c1CCOC(=O)c1c(F)cccc1F	5	0	8	-9	18	·	-0.1	-1.4	-3	4
CCc1cccc(NS(=O)(=O)c2ccc3c(c2)N(C)CCO3)c1	8	1	0	18	-14	0.7	i	0.4	0	-3
COc1ccccc1NC(=O)CSc1nnc(Cc2cccs2)n1C	0	-3	·	-9	·	0.2	-2.4	2.5	-9	-6
OCc1ccccc1SSc1ccccc1CO	-5	2	·	9	·	·	-0.4	1.3	·	-2
CCOCCCNS(=O)(=O)c1ccc(NC(=O)c2ccc([N+](=O)[O-])cc2Cl)cc1	-5	3	2	1	-5	-0.6	-0.2	1.0	-4	-6
O=C(NNC(=O)c1ccc([N+](=O)[O-])cc1C(=O)O)c1ccncc1	-5	-1	3	17	26	-2.8	i	-2.1	-1	5
O=C(NCCN1C(=O)S/C(=C\c2cccnc2)C1=O)C1=NN(c2ccccc2)C(=O)CC1	-1	-3	4	2	13	1.4	-0.5	-4.1	-7	-1
Nn1c(Cc2cccc3ccccc23)nnc1SCC(=O)NCC1CCCO1 (stereo unspecified)	0	-3	·	52*	·	0.3	i	3.1	-6	7
Cc1sc(N2C(=O)C3C4C=CC(C4)C3C2=O)c(C#N)c1C (stereo unspecified)	8	4	1	-5&0	5	-1.4	-0.2	0.6	-2	1
O=C(O)CCCn1cc(NC(=O)c2cccc(F)c2)cn1	-2	2	4	2	-11	0.0	-0.7	0.8	3	-3
Cc1ccccc1C(=O)N1CCC(C(=O)N(C)CC(=O)Nc2cccc(F)c2)CC1	4	3	-1	-9	0	1.7	i	-2.6	-2	-2
O=C(CCC(=O)OCC(=O)c1ccccc1)Nc1cccc(Cl)c1	-4	-1	3	-17	5	-1.1	i	1.1	-1	0
CN(C(=O)COC(=O)c1ccc(Cl)c(S(=O)(=O)NCc2ccccc2)c1)C1CCS(=O)(=O)C1 (stereo unspecified)	0	6	·	-4	·	-0.6	-0.3	0.2	-1	·
CCOC(=O)C1C(=O)NC(c2ccccc2)=NC1c1ccc(O)c(OC)c1 (stereo unspecified)	5	11	-2	1	18	0.4	-0.5	1.7	-6	11
CCOC(=O)c1ccc(NCc2cccnc2)cc1	-6	8	7	-24	9	17	-0.3	0.4	16	-9
CC(Cc1ccccc1)NC(=O)CCNNC(=O)c1ccncc1 (stereo unspecified)	-1	10	·	·	·	·	-0.7	-16	0	·
CCOc1ccccc1NC(=O)c1csc(C)c1C	17	6	2	-15	19	-0.2	i	2.2	8	-3
